High-throughput results (PubChem)
HCMV antiviral: inhibitors of human cytomegalovirus. HFF cells, HCMV-luciferase reporter, 72 h; active compounds read low. activity change, negative = inhibition, % at 57.5 µM. 4.5% of 410,000 active; in the data active = activity change below about -60%; inconclusive = no clear call, values can overlap the other calls; inactive = above about -39%
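Steps: HFFs plated, 16 h 37C; compounds added; HCMV-luciferase added to MOI 1 PFU/cell; 72 h 37C; OneGlo reagent, 5 min room temperature; luminescence read, normalized to controls.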
AMA1 RON2 block: disrupts binding of P. falciparum AMA1 to RON2; AlphaScreen AMA1-biotinylated RON2 peptide binding; Potency, µM (top dose mostly 58.2 µM), without a hit: at the top dose activity change, negative = inhibition, actives largely listed as inhibitors; 0.2% of 360,000 active; AID 720542;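 note: potency is the fitted concentration of half-maximal effect; 0% = vehicle wells and -100% = peptide control; nearly all actives have a fitted effect of over 45% in size; some results filed as inactive show a strong effect at the top dose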
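AMA1 (3D7) with his tag at 25 nM final met compounds first, then biotinylated RON2 peptide at 25 nM; detection used donor plus acceptor beads, 10 µg/mL apiece, read by AlphaScreen after 30 min at room temperature.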
AmpC detergent: blocks E. coli AmpC beta-lactamase in detergent assay | P00811 | AmpC hydrolysis of nitrocefin, absorbance 480 nm, 0.01% Triton | Potency, µM (doses to about 114 µM), for the others: at the highest dose activity change, negative = inhibition, actives largely listed as inhibitors | 0.041% of 370,000 active | AID 485294;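 note: potency is the fitted concentration of half-maximal effect; 0% = no-compound wells and -100% = no-enzyme wells; nearly all actives have a fitted effect of over 25% in size; some results filed as inactive show a strong effect at the top dose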
Target sequence (P00811 whole entry, looked up): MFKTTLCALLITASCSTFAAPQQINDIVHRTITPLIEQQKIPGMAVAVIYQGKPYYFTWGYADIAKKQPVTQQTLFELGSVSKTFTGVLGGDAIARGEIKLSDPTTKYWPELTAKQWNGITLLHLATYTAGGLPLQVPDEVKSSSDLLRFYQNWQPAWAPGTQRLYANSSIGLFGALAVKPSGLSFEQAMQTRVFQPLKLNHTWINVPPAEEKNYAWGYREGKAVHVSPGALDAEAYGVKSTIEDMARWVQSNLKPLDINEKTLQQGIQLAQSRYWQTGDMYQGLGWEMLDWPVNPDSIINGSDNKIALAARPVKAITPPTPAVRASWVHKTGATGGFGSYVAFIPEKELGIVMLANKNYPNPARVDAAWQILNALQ
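20 mM phosphate pH 7.0 + 0.01% (detergent screen) or 0.0001% Triton X-100; 5.3 nM AmpC reagent; cpd preinc 15 min RT; nitrocefin (800 uM stock) to start; A480 q20 s × 4 min; Activity was normalised to no-enzyme and no-compound control wells.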
Sm TGR inh: blocks Schistosoma mansoni thioredoxin glutathione reductase; purified TGR, DTNB reduction, TNB absorbance 405 nm; Potency, µM (highest dose often 114 µM), for the others: at the highest dose activity change, negative = inhibition, actives largely listed as inhibitors; Q962Y6; 3% of 360,000 active; AID 485364; note: potency is the fitted concentration of half-maximal effect; nearly all actives have a fitted effect of over 60% in size
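Kinetic colorimetric format: TGR-catalysed, NADPH-driven DTNB reduction monitored via TNB absorbance. Enzyme dispensed at 20 nM; compound exposure 15 min at room temperature before reaction start.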
AmpC inh no detg: inhibitors of E. coli AmpC beta-lactamase without detergent | Potency, µM (top dose mostly 57.1 µM), for inactives: at the top dose activity change, negative = inhibition, actives largely listed as inhibitors | AID 485341 | 0.52% of 330,000 active | P00811 | AmpC nitrocefin hydrolysis, absorbance 480 nm, 0.0001% Triton;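 note: potency is the fitted concentration of half-maximal effect; plate controls were no compound for no effect and no enzyme for full effect; nearly all actives have a fitted effect of over 20% in size; some results filed as inactive show a strong effect at the top dose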
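20 mM phosphate pH 7.0 + 0.01% (detergent screen) or 0.0001% Triton X-100; 5.3 nM AmpC reagent; cpd preinc 15 min RT; nitrocefin (800 uM stock) to start; A480 q20 s × 4 min; Activity was normalised to no-enzyme and no-compound control wells.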
Giardia FBPA inh: Giardia lamblia aldolase inhibition | Potency, µM (highest dose often 59.6 µM), for the others: at the highest dose activity, negative = inhibition, actives largely listed as inhibitors | AID 2451 | 0.71% of 290,000 active | purified Giardia FBPA; note: potency is the fitted concentration of half-maximal effect; nearly all actives have a fitted effect of over 55% in size
Target sequence (A8B2U2 whole entry, looked up): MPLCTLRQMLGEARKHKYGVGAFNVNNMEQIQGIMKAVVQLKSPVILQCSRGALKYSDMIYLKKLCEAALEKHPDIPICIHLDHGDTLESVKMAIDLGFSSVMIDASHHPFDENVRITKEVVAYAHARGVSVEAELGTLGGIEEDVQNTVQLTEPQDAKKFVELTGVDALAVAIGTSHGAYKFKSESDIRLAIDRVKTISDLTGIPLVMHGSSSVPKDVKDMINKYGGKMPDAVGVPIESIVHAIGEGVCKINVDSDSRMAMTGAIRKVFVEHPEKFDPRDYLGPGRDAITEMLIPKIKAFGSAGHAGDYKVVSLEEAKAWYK
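40 nM FBPA preincubated 10 min at RT with compound (up to 57.5 uM final), then substrate plus GAPDH/TPI/NAD/arsenate coupling and diaphorase/resazurin added. Fluorescence read after 20 min at RT, 525/598 nm.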
* marks the source's active call; other numbers are inactive results; ? = inconclusive; · = not tested or not shown; [ ] = another dose, or the depositor's remark. Unless noted, calls come from the whole dose curve; as a rule, active = well fitted curve in the direction sought with a large enough effect; inconclusive = small, poorly fitted or top-dose-only effect, or another doubt; inactive = no such curve, though single readings can be large; an effect the other way counts as inactive or inconclusive. Unless noted, % is set by controls: 0 for no effect and ±100 for the full control effect. Compounds as they come. Share with any hit: about 7.8%.

Short keys – A = HCMV antiviral; B = AMA1 RON2 block; C = AmpC detergent; D = Sm TGR inh; E = AmpC inh no detg; F = Giardia FBPA inh
structure: CCN(C(=O)COC(=O)c1cc(-c2ccc3cc(OC)ccc3c2)nc2ccccc12)C1CCS(=O)(=O)C1 (centres undefined)
  A = ·; B = ·; C = -5%; D = -7%; E = -17%; F = 0%

structure: CCc1cccc(NC(=O)CCCn2nc(CC)n3c(cc4occc43)c2=O)c1
  A = -24; B = -6%; C = 4%; D = -18%; E = 12%; F = -3%

structure: Cc1ccc(C)c(CN2CCC(n3nccc3NC(=O)CCCc3ccccc3)CC2)c1
  A = -13; B = -4%; C = 5%; D = 12%; E = 138%[activator]; F = 3%

structure: CCc1ccccc1NC(=O)Cc1ccc(-n2cccc2)cc1
  A = 8; B = 18%; C = -4%; D = -3%; E = -30%; F = 4%

structure: S=C(Nc1cccc(Cl)c1)Nc1ccc2cn[nH]c2c1
  A = -20; B = 41%[activator]; C = -12%; D = ?; E = -30%; F = -12%

structure: CC(=O)C1=C(O)C(=O)N(Cc2ccco2)C1c1cccc(F)c1 (centres undefined)
  A = -12; B = -11%; C = 1%; D = -2%; E = -24%; F = -9%

structure: COc1ccc2c(c1)cc(C(=O)N[C@@H](Cc1ccccc1)C(=O)N[C@@H](C)C(=O)O)n2C
  A = -17; B = -2%; C = -1%; D = 0%; E = -12%; F = 1%

structure: CC(Sc1nc(-c2ccccc2)cc(C(F)(F)F)n1)C(=O)Nc1sc2c(c1C(N)=O)CCC2 (centres undefined)
  A = -27; B = -3%; C = -15%; D = -10%; E = -18%; F = -8%

structure: COc1ccccc1-n1cn[nH]c1=S
  A = -23; B = 5%; C = 5%; D = 1%; E = -22%; F = -24%

structure: Cc1cccn2c(=O)nc(SCC(=O)c3ccccc3)nc12
  A = 23; B = 0%; C = 2%; D = 3%; E = -11%; F = ·

structure: COCCCNc1ncnc2c1c(-c1ccccc1)cn2-c1ccc(C)c(Cl)c1
  A = -17; B = ·; C = 2%; D = 1%; E = ·; F = ·

structure: CC1CCc2cc(F)ccc2N1C(=O)C1(C)CC1(Cl)Cl (centres undefined)
  A = 18; B = 1%; C = -11%; D = 1%; E = -6%; F = 0%

structure: Cc1ccc2c(c1)N(CC(=O)N1CCc3ccccc3C1)C(=O)CO2
  A = -7; B = -6%; C = -4%; D = 4%; E = -11%; F = 8%

structure: CCCCN1CCCCC1C(=O)Nc1c(C)cccc1C (centres undefined)
  A = ?; B = -5%; C = -8%; D = -4%; E = -12%; F = -6%

structure: CCOP(=O)(OCC)c1cccc(O)c1
  A = -65*; B = 23%; C = 3%; D = -3%; E = -2%; F = 6%

structure: Cc1cc(O)c(C(=O)Cc2csc(C)n2)c(O)c1
  A = 42; B = 6%; C = 0%; D = -14%; E = -17%; F = -2%

structure: CC(NC(=O)CCn1nc(-c2ccc(Cl)cc2)ccc1=O)c1ccccc1 (centres undefined)
  A = -27; B = -5%; C = -2%; D = -6%; E = 37%; F = 5%

structure: Cc1cc(OC(C)C(=O)N(Cc2cccs2)C2CCS(=O)(=O)C2)ccc1Cl (centres undefined)
  A = 3; B = -1%; C = ?; D = 7%; E = 143%[activator]; F = 14%

structure: Cc1nc2nncn2c(Nc2ccc(F)cc2)c1C
  A = -30; B = ·; C = 14%; D = 1%; E = ·; F = ·

structure: COc1ccc(Cc2nc(-c3ccc(Cl)cc3)no2)cc1
  A = 5; B = -6%; C = -14%; D = 17%; E = -17%; F = -1%

structure: OCCNc1nc(Nc2ccc(O)cc2)nc2ccccc12
  A = -11; B = -11%; C = ?; D = -12%; E = -41%; F = -8%

structure: Cc1ccc(-c2cnn(-c3ccccc3)c2N)cc1
  A = 35; B = 0%; C = -11%; D = -4%; E = -27%; F = -5%

structure: Cc1ccc(N2CC(C(=O)Nc3ccncc3)CC2=O)cc1 (centres undefined)
  A = -24; B = -2%; C = -9%; D = -4%; E = -11%; F = 2%

structure: COC(=O)CSc1nc(N)c(C#N)c(C(C)C)c1C#N
  A = 16; B = 8%; C = 1%; D = 4%; E = 1%; F = -19%

structure: Cc1ccc(-c2cn3nc(N4CCCC(C(=O)NCc5ccc(F)cc5)C4)sc3n2)cc1 (centres undefined)
  A = 0; B = ·; C = 18%; D = 0%; E = ·; F = ·

structure: NC(=O)C1CC(=O)N(c2ccc(OCc3ccc(F)cc3)cc2)C1 (centres undefined)
  A = 48; B = 20%; C = 0%; D = 0%; E = -1%; F = 13%

structure: Nc1ccc(-n2nnnc2CN2CCOCC2)cc1
  A = 5; B = 19%; C = -6%; D = -20%; E = -25%; F = 2%

structure: O=C(NCCN1CCOCC1)c1cc(-c2ccc(Cl)c(Cl)c2)on1
  A = -7; B = 7%; C = -2%; D = -6%; E = -4%; F = 0%

structure: Cc1ccc(O)c(-c2cc(C(F)(F)F)[nH]n2)c1
  A = -40; B = 12%; C = 0%; D = 0%; E = -20%; F = -1%

structure: CC(=O)Nc1ccc(S(=O)(=O)CCC(=O)O)cc1
  A = -20; B = -4%; C = 0%; D = -13%; E = -38%; F = 0%

structure: COC(=O)[C@H](CCSC)NC(=O)c1cc2c(cn1)[nH]c1ccccc12
  A = ·; B = 44%[activator]; C = 2%; D = -4%; E = -27%; F = 2%

structure: Cc1cc(C)n(CC(=O)O)n1
  A = -7; B = 25%; C = 5%; D = 0%; E = -8%; F = 4%

structure: Cc1cc(N2CCN(C3CCCCC3)CC2)nc2cccc(O)c12
  A = ?; B = -4%; C = ?; D = ?; E = -16%; F = -28%

structure: Cc1cccc(C(=O)O/N=C2\CCCc3ccccc32)c1
  A = -10; B = -14%; C = -3%; D = 9%; E = -33%; F = 0%

structure: FC(F)(F)c1cnc(Sc2nc3nccc(-c4ccc(Cl)cc4)n3n2)c(Cl)c1
  A = ?; B = -3%; C = 9%; D = 14%; E = -4%; F = 4%

structure: Cc1cccc(NC(=O)CSCC(=O)N2CCCc3ccccc32)c1
  A = 15; B = 0%; C = 0%; D = -3%; E = -14%; F = ·

structure: CCS(=O)(=O)N1Cc2ccccc2CC1C(=O)Nc1cccc(S(=O)(=O)N(C)C)c1 (centres undefined)
  A = -1; B = 1%; C = 3%; D = -4%; E = -24%; F = -3%

structure: Cc1cc(NC(=O)/C=C/c2ccc(Br)cc2)no1
  A = 26; B = 8%; C = ?; D = -13%; E = -21%; F = -1%

structure: CCc1ccc(NC2=NCC(=O)N2Cc2ccc3c(c2)OCO3)cc1
  A = 81; B = -10%; C = 9%; D = 3%; E = -3%; F = -15%

structure: CSCCC(NC(=O)c1ccccc1Br)C(=O)NCCCn1nc(C)cc1C (centres undefined)
  A = -19; B = -2%; C = ?; D = 5%; E = -15%; F = ·

structure: Cc1cc(NC(=O)c2ccco2)c(=O)n(Cc2cccc(C(F)(F)F)c2)c1
  A = -38; B = 5%; C = -9%; D = -13%; E = -2%; F = 5%

structure: CN(CCCNC(=O)CSc1cc(=O)n(C)c2cc(Cl)ccc12)Cc1ccccc1
  A = 56; B = -14%; C = -3%; D = -15%; E = 82%[activator]; F = 2%

structure: CC1=CC(=O)NP(=O)(Oc2ccc3ccccc3c2)N1 (centres undefined)
  A = 8; B = 0%; C = -9%; D = ?; E = -2%; F = 16µM*

structure: CN(c1ccccc1)S(=O)(=O)c1ccc(NC(=O)C2CCCCC2C(=O)O)cc1 (centres undefined)
  A = -11; B = -4%; C = -3%; D = 4%; E = -12%; F = -6%

structure: O=C(NCc1ccccc1)c1cc(=O)[nH]c2ccccc12
  A = -15; B = 4%; C = -13%; D = 5%; E = -14%; F = 4%

7 records picked at random from those above:
Short keys – A = HCMV antiviral; B = AMA1 RON2 block; C = AmpC detergent; D = Sm TGR inh; E = AmpC inh no detg; F = Giardia FBPA inh
structure: CCCCN1CCCCC1C(=O)Nc1c(C)cccc1C (centres undefined)
  A = ?; B = -5%; C = -8%; D = -4%; E = -12%; F = -6%

structure: Cc1cc(C)n(CC(=O)O)n1
  A = -7; B = 25%; C = 5%; D = 0%; E = -8%; F = 4%

structure: COc1ccc(Cc2nc(-c3ccc(Cl)cc3)no2)cc1
  A = 5; B = -6%; C = -14%; D = 17%; E = -17%; F = -1%

structure: CC(Sc1nc(-c2ccccc2)cc(C(F)(F)F)n1)C(=O)Nc1sc2c(c1C(N)=O)CCC2 (centres undefined)
  A = -27; B = -3%; C = -15%; D = -10%; E = -18%; F = -8%

structure: CCc1ccccc1NC(=O)Cc1ccc(-n2cccc2)cc1
  A = 8; B = 18%; C = -4%; D = -3%; E = -30%; F = 4%

structure: Cc1ccc(N2CC(C(=O)Nc3ccncc3)CC2=O)cc1 (centres undefined)
  A = -24; B = -2%; C = -9%; D = -4%; E = -11%; F = 2%

structure: CC1CCc2cc(F)ccc2N1C(=O)C1(C)CC1(Cl)Cl (centres undefined)
  A = 18; B = 1%; C = -11%; D = 1%; E = -6%; F = 0%

Going on with the list:
Short keys – A = HCMV antiviral; B = AMA1 RON2 block; C = AmpC detergent; D = Sm TGR inh; E = AmpC inh no detg; F = Giardia FBPA inh
structure: CN(C)c1nc(N(C)C)nc(N(C#N)CCOc2ccccc2)n1
  A = -23; B = 10%; C = -1%; D = 3%; E = -14%; F = -1%

structure: COC(=O)c1ccc(NC(=O)C2C3C=CC(C3)C2C(=O)O)cc1 (centres undefined)
  A = -98*; B = 7%; C = 2%; D = -5%; E = -9%; F = 6%

structure: Cc1c(N(C)C(=O)C2CCCN2S(=O)(=O)c2ccccc2)c(=O)n(-c2ccccc2)n1C (centres undefined)
  A = -10; B = 0%; C = -7%; D = 0%; E = -7%; F = 4%

structure: Cc1ccccc1CCN(CC(=O)NCc1ccc(F)cc1)C(=O)c1csnn1
  A = ?; B = 14%; C = 0%; D = -2%; E = 1%; F = ·

structure: Cc1ccc(C)c(CNS(=O)(=O)c2c(C(=O)N3CCCC3)c(C)n(C)c2C)c1
  A = ?; B = 5%; C = 1%; D = 1%; E = 37%; F = 19%

structure: O=C(Nc1ccccc1)c1ccccc1OS(=O)(=O)c1ccccc1
  A = 50; B = -12%; C = -14%; D = -12%; E = -14%; F = 4%

structure: CCOc1ccc(S(=O)(=O)NC(C)(C)C)cc1-c1nc2c(C(C)(C)C)nn(C)c2c(=O)[nH]1
  A = -37; B = -8%; C = -12%; D = 0%; E = 86%[activator]; F = -7%

structure: CSc1nsc(SCC(=O)Nc2ccc(Br)cn2)n1
  A = -3; B = 1%; C = 4%; D = 0%; E = -40%; F = -3%

structure: COc1ccc(-c2csc(C3=C(O)CN(Cc4ccc(Cl)cc4)C3=N)n2)cc1OC
  A = -33; B = 0%; C = -2%; D = -9%; E = -1%; F = 3%

structure: O=C(c1ccco1)N1N=C(c2cccs2)CC1c1ccco1 (centres undefined)
  A = -12; B = -3%; C = -5%; D = -15%; E = -5%; F = -1%

structure: CS(=O)(=O)N1CCN(c2nnc(-c3ccccc3)c3ccccc23)CC1
  A = 15; B = 1%; C = -13%; D = 6%; E = 16%; F = -3%

structure: O=C(Nc1c(C(=O)N2CCOCC2)cnn1-c1ccccc1Cl)c1ccco1
  A = -18; B = 23%; C = -13%; D = -6%; E = -6%; F = 4%
